High-throughput results (PubChem)
Growth percent in the NCI-60 one-dose screen (48 h, 10 µM unless noted): 100 = growth as untreated, 0 = no growth, -100 = all killed.
A549/ATCC: A549/ATCC NSCLC; 81,000 compounds, 3.7% hits; AID 1794740
UACC-62: UACC-62 melanoma; 81,000 compounds, 5.4% hits
RPMI-8226: RPMI-8226 leukemia cells; 77,000 compounds, 7.5% hits; AID 1794781
HOP-92: HOP-92 NSCLC cells; 71,000 compounds, 6.3% hits; AID 1794738
M14: M14 melanoma. 80,000 compounds, 6.2% hits. AID 1794745
HOP-62: HOP-62 NSCLC; 80,000 compounds, 3.9% hits; AID 1794735
EKVX: EKVX NSCLC; 71,000 compounds, 3% hits; AID 1794765
CCRF-CEM: CCRF-CEM leukemia; 77,000 compounds, 7% hits
Active calls of the source: *; . = not tested or not shown; & = joins results of further samples; ! = not active in a repeat. Rule for the calls: active = growth percent below 10; inactive = the rest. A portion of the library; rates above refer to the full screens.

SMILES	A549/ATCC	UACC-62	RPMI-8226	HOP-92	M14	HOP-62	EKVX	CCRF-CEM
CNC(=O)C(Cl)Cl	97	98	97	97	95	84	.	93
C[N+](C)(C)CC(=O)O	105&99	110&98	.	99	103&105	102&103	105	99
CCOC(=O)Cc1ccccc1	116	95	114	34	107	105	113	62
NC(=O)C(Cl)Cl	.	105	105	.	112	102	.	-20*
COc1ccc(/C=C\[N+](=O)[O-])cc1OC	69&68	50&74	-32*!	82&93	43&76	88&107	76&103	27&70
CCOP(=O)(CC(=O)NC(C(N)=O)C(C)C)OCC (stereo unspecified)	94	108	106	82	111	116	.	.
O=NNc1cccnc1	118	.	101	101	103	87	91	127
ClCCN(CCCl)c1nc(Cl)c(C2CC(c3ccccc3)=NN2c2cc(Cl)cc(Cl)c2)s1 (stereo unspecified)	95	93	108	113	108	111	101	102
COc1cc(/C=N\N=C(N)N)cc([N+](=O)[O-])c1O	101	105	110	.	95	107	106	111
CC1COC(=O)C1 (stereo unspecified)	101	106	110	.	102	100	.	95
CC(C)(NC(=O)O[C@@H]1CN2CCC1CC2)c1csc(-c2ccc(F)cc2)n1	101	88	103	98	85	99	89	98
O=P(Oc1ccccc1)(Oc1ccccc1)C(Nc1ccccc1)c1ccncc1 (stereo unspecified)	98	95	80	.	105	92	92	95
COc1ccc(Nc2nc(-c3ccc4ccccc4c3)c[se]2)cc1	103	94	92	91	100	82	84	103
C=CCOC(=O)CC(C(=O)OCC=C)N1CC1 (stereo unspecified)	102	102	101	94	100	108	103	108
COC(=O)c1cc([N+](=O)[O-])cc([N+](=O)[O-])c1	100	103	.	.	107	104	102	.
O=[N+]([O-])c1ccc(/C=C/C=C/C=C/C=C/c2ccc(S(=O)(=O)F)cc2Cl)c(Cl)c1	109	78	89	78	87	100	80	101
CCCCCCCCCCCC1CCCC(C)N1 (stereo unspecified)	97	88	-35*	16	95	87	91	16
COC(=O)[C@H](Cc1ccccc1)NC(=O)c1csc([C@@H](C[C@H](C(C)C)N(C)C(=O)[C@@H](NC(=O)[C@H]2CCCCN2C)C2CC2)OC(C)=O)n1	14	36	10	-3.9*	-5.8*	-2.6*	30	2.7*
Oc1ccc(Cl)cc1Cc1ccccc1	104	94	100	84	105	96	102	103
OCCCNP(=S)(N1CC1)N1CC1	80	86	92	.	115	98	89	83
ClCCN1CCOCC1	95	110	118	97	101	102	95	107
O=C(C(=O)N1CCOCC1)c1cn(Cc2ccc(Cn3cc(C(=O)C(=O)N4CCOCC4)c4ccccc43)cc2)c2ccccc12	84	54	89	86	92	101	81	87
CC1(C)C(=O)CC[C@H]2C1=CC[C@@H]1[C@@H]2CC[C@]2(C)[C@@H](O)CC[C@@H]12	101	84	104	88	102	80	103	125
O=C1C=CC(=O)C2C1C1(Cl)C(Cl)=C(Cl)C2(Cl)C1(Cl)Cl (stereo unspecified)	61	46	68	16	44	64	41	60
COC(=O)c1cn(Cc2cn(S(=O)(=O)c3ccccc3)c3ccccc23)c2ccccc12	76	53	61	.	87	91	75	77
CO[C@H]1c2c([nH]c3c4c(ccc23)OC(C)(C)C=C4)C(C)(C)[C@H]2C[C@]34CCCN3C(=O)[C@@]21NC4=O	95	94	107	131	94	95	100	96
COc1ccc2c(c1)c(-c1nc(-c3cn(C)c4ncccc34)cs1)cn2CCCCN1CCCCC1	-56*	.	-42*	50	-79*	-78*	55	-51*
O=C(NCc1ccc(Cl)cc1)c1cn(Cc2ccc(Cl)cc2)nn1	94	101	95	96	111	109	92	.
NC1=NNC2NNC(N)=NC2=N1 (stereo unspecified)	103	102	97	71	98	133	.	95
COC(=O)[C@@H](NC(=O)c1cn(CCC2CCCCC2)c2ccccc12)C(C)(C)C	65	38	65	63	59	62	59	72
Nc1ccc2c(c1)Cc1cc(N)ccc1-2	84	96	69	76	93	87	61	60
CCN(CC)CCC#N	104	108	111	90	102	107	120	93
CCOC(=O)[C@@H](C)C[C@H](Cc1ccccc1)NC(=O)c1csc([C@@H](C[C@H](C(C)C)N(C)C(=O)[C@H](CCC(C)C)NC(=O)[C@H]2CCCCN2C)OC(C)=O)n1	8.6*	41	13	-1.8*	-7.2*	14	46	9.0*
CCC1CN1P(=O)(Oc1ccc(Cl)cc1)N1CC1CC (stereo unspecified)	99	84	.	.	96	98	99	104
Cc1cc2c(cc1-c1nc(/C=C/C(=O)O)ccc1C)C(C)(C)CCC2(C)C	82	.	69	91	95	100	93	82
CN(Cc1ccccn1)N=O	98	101	107	114	101	96	101	104
CN(CCC#N)c1ccc(C=C(C#N)C#N)cc1	97	91	88	91	97	104	.	91
C[C@@]12CCCc3coc(c31)C(=O)c1cc3c(cc12)C(=O)C1=C(NCCS1(=O)=O)C3=O	-11*	-68*	-30*	-31*	-81*	-9.6*	11	-29*
Cc1ccc(OCC(C)N(CCCl)Cc2ccccc2)cc1 (stereo unspecified)	111	89	89	91	91	101	95	109
COC[C@@H]1C[C@@]2(C)[C@@H](CC[C@@H]3[C@@H]2CC[C@]2(C)[C@@H](O)CC[C@@H]32)CC1=O	98	104	86	93	106	114	.	.
COC(=O)NP(=S)(c1ccccc1)c1ccccc1	95	94	96	91	98	86	98	91
O=S1(=O)CCCCO1	100	99	102	114	104	107	.	.
CCC(C)C1(CC)C(=O)NC(=O)N(C)C1=O (stereo unspecified)	96	.	112	123	104	91	103	114
CC1(C)C(C(=O)c2cn(CCCCO)c3ccccc23)C1(C)C	83	90	96	112	94	99	93	97
ClC1C(Cl)C(Cl)C(Cl)C(Cl)C1Cl (stereo unspecified)	104&92	103&96	98&96	73&77	94&110	97&95	100&92	100&94
CCCn1nnnc1N	100	104	98	88	93	96	.	99
ClC(OCC(Cl)(Cl)Cl)C(Cl)(Cl)Cl (stereo unspecified)	101	98	107	116	108	102	.	113
N#CCc1ccc(N)cc1	108	105	111	.	95	104	106	111
[Au+].[N-]=C=O.c1ccc(CN2[CH-]N(Cc3ccccc3)C(c3ccccc3)=C2c2ccccc2)cc1	93	78	64	81	81	116	87	67
CCC1(CC)C(=O)NC(=O)N(c2ccccc2)C1=O	98&94	103&95	97&109	91	104&98	106&113	105&93	88&100
C=CC[PH+](c1ccccc1)c1ccccc1.C=CC[PH+](c1ccccc1)c1ccccc1.[Cl][Pt][Cl]	88	53	-12*	16	52	96	51	3.7*
N=C(N)N=Nc1c(O)[nH]c(=O)[nH]c1=O	106	93	103	100	108	97	107	106
CNC(=O)O/N=C(/C)c1cccc([N+](=O)[O-])c1	93	102	129	126	110	110	.	116
C(=N\N1CCCCCC1)/c1c[nH]c2ccccc12	97	87	.	88	96	104	93	96
C=CCCCCCCCCC(=O)O (tested in a mixture with another compound)	95	91	103	83	100	94	95	91
COc1ccc(/C=C/c2cc(OC)c(OC)c(OC)c2)cc1NC(=O)/C=C/c1ccc(F)cc1	38	36	52	93	13	25	47	11
C[C@H]1CC[C@H]2NCCN[C@H]2C1	102	98	101	103	.	89	97	107
CCCCCCCCCCCCOC(=O)CCN1CC1	101	106	103	.	112	106	101	104
CO[C@@H]1[C@H](OC(=O)NC(=O)CCl)CC[C@]2(CO2)[C@H]1[C@@]1(C)O[C@@H]1CC=C(C)C	59	64	45	.	62	64	92	32
C#CCSc1nc2ccccc2c(=O)n1-c1ccc(OC)cc1	100	92	100	93	110	101	92	98

Further compounds
SMILES	A549/ATCC	UACC-62	RPMI-8226	HOP-92	M14	HOP-62	EKVX	CCRF-CEM
C=CCCCCCCCCC(=O)[O-].C=CCCCCCCCCC(=O)[O-].[Zn+2]	101	99	95	73	107	119	99	104
c1cncc([C@@H]2CCCCN2)c1	97	92	.	111	103	98	124	115
N#CC1=C(N)Oc2c(ccc3ccccc23)C1c1ccco1 (stereo unspecified)	108	88	96	95	93	97	87	104
CC(C)[C@H](NC(=O)c1cc(-c2ccc(F)cc2)nn1CCCCCF)C(N)=O	98	93	105	88	104	88	95	102
O=C(CCl)Nc1nccs1	78	79	53	104	65	86	89	53
NC(Cc1ccccc1)Cc1ccccc1	94	88	.	.	93	103	108	48
O=C1NC(=O)C(=Cc2ccc(F)cc2)C(=O)N1	91	104	104	111	101	.	99	104
O=C(COc1ccc([N+](=O)[O-])cc1Cl)Nc1ccc(S(=O)(=O)F)cc1Cl	103	110	99	81	94	101	.	95
COc1ccc(OC(=O)N(C)C)cc1	89	93	111	98	100	101	100	116
COc1ccccc1/C=C(/C)[N+](=O)[O-]	77&93	103&58	0.6*!	97	95&79	83&109	98&91	8.4*!
CC(=O)C1CCC2C3CCC4CC(O)CCC4(C)C3CCC12C#N (stereo unspecified)	101	101	105	102	109	99	.	102
COc1cccc(C(O)P(=O)(OC)OC)c1OC (stereo unspecified)	97	104	98	106	101	105	96	99
CCOC(=O)C(Cc1ccc(N(CCCl)CCCl)cc1)NC(=O)C(CC(C)C)NC(C)=O (stereo unspecified)	49	13	21	25	-4.6*	41	114	12
CCC(=O)C(CC(C)N1CCCCCC1)(c1ccccc1)c1ccccc1 (stereo unspecified)	88	94	99	66	98	86	91	96
C=CCNC(Cc1ccccc1)c1ccccc1 (stereo unspecified)	100	95	102	76	91	92	95	104
CC1=C2C(=C[C@@](C)(C=O)[C@@H]2O)C(=O)[C@](C)(O)C12CC2	8.1*	-48*	.	-8.4*	2.0*	8.1*	15	23
O=S(=O)(O)C(Br)c1ccccc1 (stereo unspecified)	98	106	101	101	105	101	102	99
O=C(/C=C/c1ccc(F)cc1)c1nc2ccccc2n1Cc1ccc(Br)cc1	1.6*	-84*	-35*	-51*	-58*	-69*	-91*	-1.8*
CCCC/C(=N\OC(=O)N(C)C)c1ccccc1	102	98	95	90	106	100	113	98
CC1=C(CCC=NNC(N)=O)C2=C(C)C3(CC3)[C@@](C)(O)C(=O)C2=C1	-29*	-88*	1.7*!	-11*	-36*	-79*	-25*	10&27
CCCC1(CCO)C(=O)NC(=S)NC1=O	97	103	.	92	109	102	92	91
COc1ccc(/C(C)=C(\c2ccc(OCCN3CCOCC3)cc2)c2ccc(OC(=O)Cc3ccccc3)cc2)cc1	94	106	85	105	104	108	98	98
O=C(NCCc1ccccc1)c1ccc(N(CCCl)CCCl)cc1	85	89	103	.	96	120	85	104
O=C(O)C1C2c3ccccc3C(O)C1(C(=O)O)c1ccccc12 (stereo unspecified)	103	94	107	.	94	105	93	114
O=[N+]([O-])c1cccc(P(=O)(O)O)c1	101	105	97	94	98	.	.	94
COC(=O)[C@@]12[C@H]3Cc4cccc5c4[C@@]1(O[C@]1(O)CC(=O)N(C3(C)C)[C@]21O)C(=O)N5C	97	96	97	118	104	91	104	97
CN1CC(C(=O)NC2(C)OC3(O)C4CCCN4C(=O)C(Cc4ccccc4)N3C2=O)C=C2c3cccc4[nH]cc(c34)CC21 (stereo unspecified)	35	88	94	89	147	138	109	97
O=S1(=O)NCCCN1O	108	100	112	.	105	106	140	101
c1c[se]c(-c2nc3ccccc3[nH]2)c1	101	108	98	99	109	96	113	97
C/C(=N\O)C(=O)c1ccccc1	104	101	107	.	103	100	108	83
C[C@]1(O)CC[C@H]2[C@@H]3CC[C@H]4CC(=O)CC[C@]4(C)C3=CC[C@@]21C	97	98	94	56	104	101	95	104
CN1C2CCC1CC(OC(c1ccccc1)c1ccccc1)C2 (stereo unspecified)	96	106	101	77	103	100	.	.
C/C(=N/OC(=O)N(C)C)c1cccs1	100	107	109	92	96	87	.	93
CCN(CC)CCN(C)C(=O)C(O)(c1ccccc1)c1ccccc1	99	102	104	.	119	105	.	92
CC(C)C[C@H](NC(=O)CNC(=O)C[C@H]1O[C@@H]2OC3(C)CC[C@H]4[C@H](C)CC[C@@H]([C@H]1C)[C@@]24OO3)B(O)O	33	-87*	-14*	-20*	-44*	-17*	27	-10.0*
O=c1[nH]c2ccccc2n1CCCN1CCC(n2c(=O)[nH]c3cc(Cl)ccc32)CC1	95	104	111	117	97	.	106	108
NC(=S)c1cn(C2OC(CO)C(O)C2O)c2ncnc(N)c12 (stereo unspecified)	4.8*	-77*	-40*	-5.0*	-58*	-30*	-4.9*	-41*
O=C1CCCN1CC#CCN1CCCC1	108	111	.	106	105	102	121	.
O=C(CBr)C(=O)CBr	89	102	95	92	104	97	.	84
